Bioassay records deposited in PubChem by National Center for Advancing Translational Sciences (NCATS).
HEK293 tox – Cytotoxic Profiling in HEK 293 Cell Line of Diverse Libraries Using Quantitative High-Throughput Screening | 94,000 tested, 6.6% active | AID 1345083, 2018 | Potency, µM (series often up to 115 µM), for inactives: at the top dose activity change, negative = cytotoxicity, hits mostly inhibitors | HEK 293 viability, ATP luminescence (CellTiter-Glo), 48-72 h; also: potency is read from the fitted curve at half-maximal effect; nearly all actives have a fitted effect of over 60% in size
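CellTiter-Glo luminescence (cellular ATP) was read after 48 or 72 hr of compound exposure at 37 degree Celsius. Cells were HEK 293 plated at 250 cells/well.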
HEK293 viab – GF-AFC viability counterscreen for inhibitors of alpha-synuclein gene (SNCA) expression | 150,000 tested, 0.12% active | Potency, µM (top dose mostly 57.1 µM), without a hit: top-dose activity change, negative = cytotoxicity, hits mostly cytotoxic | HEK-293-SNCA-luc viability, GF-AFC fluorescence, 24 h;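 also: potency is read from the fitted curve at half-maximal effect; 0% = DMSO-treated cells and -100% = medium-only wells without cells; nearly all actives have a fitted effect of over 30% in size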
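HEK-293-SNCA-luc cells (1500/well) plated 24 h, then exposed 24 h to a dilution series; GF-AFC added 30 min at 37C, fluorescence 405/540 nm; normalised to medium-only and DMSO wells, Hill fit.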
GPT2 inh – Primary qHTS assay for inhibitors of Glutamate pyruvate transaminase 2 (GPT2). Alanine aminotransferase 2 (Homo sapiens), Q8TD30. Recombinant GPT2, coupled pyruvate oxidase/HRP Amplex Red fluorescence. Potency, µM (series often up to 57.7 µM), for the others: at the top dose activity change, negative = inhibition, actives largely listed as inhibitors. 100,000 tested, 0.25% active; also: potency is read from the fitted curve at half-maximal effect; nearly all actives have a fitted effect of over 60% in size; many of its hits are not listed in these tables
Target sequence (Q8TD30 whole entry, looked up): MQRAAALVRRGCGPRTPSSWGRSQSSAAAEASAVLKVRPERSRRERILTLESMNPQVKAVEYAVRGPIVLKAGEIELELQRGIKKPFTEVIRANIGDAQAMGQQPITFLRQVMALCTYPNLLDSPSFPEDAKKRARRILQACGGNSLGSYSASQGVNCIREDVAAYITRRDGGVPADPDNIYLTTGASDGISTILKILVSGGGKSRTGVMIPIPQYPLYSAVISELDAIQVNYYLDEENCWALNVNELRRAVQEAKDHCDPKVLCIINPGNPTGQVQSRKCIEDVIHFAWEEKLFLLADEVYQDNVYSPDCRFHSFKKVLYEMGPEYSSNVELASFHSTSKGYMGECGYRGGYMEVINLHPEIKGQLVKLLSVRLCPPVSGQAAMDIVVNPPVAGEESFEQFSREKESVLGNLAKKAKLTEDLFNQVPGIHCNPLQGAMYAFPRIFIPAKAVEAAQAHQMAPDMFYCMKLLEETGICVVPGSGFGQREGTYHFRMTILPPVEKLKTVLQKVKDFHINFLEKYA
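Inhibition is scored from Amplex Red fluorescence generated when pyruvate oxidase and HRP act on pyruvate released by GPT2. Reactions contain 10ng/uL enzyme, 250uM a-KG and 2mM L-alanine and run 30 min at room temperature.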
SNCA expr inh – Primary qHTS assay for inhibitors of alpha-synuclein gene (SNCA) expression | Potency, µM (highest dose often 57.2 µM), for inactives: top-dose activity change, negative = inhibition, actives largely listed as inhibitors | AID 1671194, 2021 | 140,000 tested, 0.17% active | HEK-293 SNCA-luciferase knock-in, luminescence, 24 h;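 also: potency is read from the fitted curve at half-maximal effect; plate controls were DMSO cells for no effect and cell-free wells for full effect; nearly all actives have a fitted effect of over 45% in size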
3T3 cytotox – Cytotoxic Profiling in NIH 3T3 Cell Line of Diverse Libraries Using Quantitative High-Throughput Screening. AID 1345082, 2018. Potency, µM (series often up to 96.7 µM), for the others: at the highest dose activity change, negative = cytotoxicity, usual class: inhibitors. NIH 3T3 viability, CellTiter-Glo ATP luminescence, 48-72 h. 94,000 tested, 4.3% active; also: potency is read from the fitted curve at half-maximal effect; nearly all actives have a fitted effect of over 55% in size
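ATP-dependent luminescence (CellTiter-Glo) served as the viability signal for NIH 3T3 cells treated with compound for 48 or 72 hr at 37 °C.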
FLuc inh – Firefly luciferase inhibition profiling of diverse chemical library using quantitative high-throughput screening. purified P. pyralis luciferase, luminescence, biochemical. AID 1347043, 2019. Potency, µM (titrated, usually from 115 µM), without a hit: at the top dose activity change, negative = inhibition, usual class: inhibitors. 76,000 tested, 2.5% active. Luciferin 4-monooxygenase (Photinus pyralis), P08659; also: potency is read from the fitted curve at half-maximal effect; nearly all actives have a fitted effect of over 65% in size
Target sequence (P08659 whole entry, looked up): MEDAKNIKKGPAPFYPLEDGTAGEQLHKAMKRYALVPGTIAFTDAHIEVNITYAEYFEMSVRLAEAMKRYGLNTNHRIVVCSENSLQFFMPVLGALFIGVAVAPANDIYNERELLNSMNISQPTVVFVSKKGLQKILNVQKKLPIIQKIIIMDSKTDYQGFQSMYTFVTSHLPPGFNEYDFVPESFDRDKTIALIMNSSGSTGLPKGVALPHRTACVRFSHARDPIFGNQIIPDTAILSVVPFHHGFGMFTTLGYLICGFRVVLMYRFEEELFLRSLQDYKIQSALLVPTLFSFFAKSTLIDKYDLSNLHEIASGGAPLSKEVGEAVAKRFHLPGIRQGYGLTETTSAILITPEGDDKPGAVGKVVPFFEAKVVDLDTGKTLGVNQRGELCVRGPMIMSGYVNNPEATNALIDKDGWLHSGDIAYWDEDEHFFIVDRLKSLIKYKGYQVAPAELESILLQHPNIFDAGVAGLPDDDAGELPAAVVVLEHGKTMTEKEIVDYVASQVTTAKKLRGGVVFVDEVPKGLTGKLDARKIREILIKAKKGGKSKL
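Inhibitors were tested against purified firefly luciferase in a biochemical, low-substrate format (both substrates at 10uM) and luminescence measured with a CCD imager.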
IP6K1 inh – Primary qHTS assay for small molecule inhibitors of Inositol hexaphosphate kinase 1 (IP6K1); IP6K1 kinase, ADP-Glo luminescence, 2 h; active compounds read low; activity change, % (series mostly up to about 58 µM); 140,000 tested, 0.81% active; AID 1645851, 2021; in the data active = activity change below about -25%
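ADP-Glo luminescence measures ADP made by human IP6K1 during a 2 h RT reaction with ATP/IP6 (mix at 1.3 mM/130 uM); top library doses 57.5 and 19.1 uM final.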
* hit, by the source's call; i = inactive; u = inconclusive; x = no result given; & = joins results of further samples; [ ] = remark or other dose. Unless noted, calls follow the shape of the dose curve; as a rule, active = well fitted curve in the direction sought with a large enough effect; inconclusive = small, poorly fitted or top-dose-only effect, or another doubt; inactive = no such curve, though single readings can be large; an effect the other way counts as inactive or inconclusive. Unless noted, % is scaled to controls: 0 for no effect and ±100 for the full control effect. Hits appear at their usual frequency, and some 7.7% of all compounds hit somewhere here.

| # | molecule | GPT2 inh | HEK293 viab | SNCA expr inh | IP6K1 inh | HEK293 tox | 3T3 cytotox | FLuc inh |
| --- | --- | --- | --- | --- | --- | --- | --- | --- |
| 1 | COCCNC(=O)c1cc(-c2ccc(OC)cc2)nc2c1c(C1CCNC1)nn2C (configuration not stated) | 3% | 9% | -15% | -2 | -10% | -15% | x |
| 2 | Cc1ccc(C)c(N2C(=O)N(Cc3cccc(C(F)(F)F)c3)c3ccccc3S2(=O)=O)c1 | x | -2% | -12% | 14 | x | x | x |
| 3 | COc1ccccc1Nc1nn2c(=O)c3ccc(C(=O)Nc4ccc(F)cc4)cc3nc2s1 | x | -1% | -16% | -10 | x | x | x |
| 4 | COc1cccc(CSc2nc3n(n2)C(c2cccs2)C(C(=O)Nc2ccccc2C)=C(C)N3)c1 (configuration not stated) | x | -5% | -10% | 12 | x | x | x |
| 5 | COc1ccc(-c2cc(C(F)(F)F)nc(SCC(=O)Nc3ccc(O)cc3)n2)cc1OC | x | u | -12% | 25 | x | x | x |
| 6 | O=C(CN1CC2CC(C1)[C@H]1CCCC(=O)N1C2)NCC1CCCCC1 (some centres not stated) | i | -2% | -4% | 16 | 6% | i | -4% |
| 7 | COc1ccc(CNC(=O)c2cc(-c3ccccc3C(F)(F)F)nc3[nH]ncc23)cc1OC | x | x | x | 20 | u | u | x |
| 8 | Cc1ccc(C(=O)n2nc(C)c(S(=O)(=O)N3CCCCCC3)c2C)cc1C | x | 2% | -6% | -1 | x | x | x |
| 9 | COC(=O)c1ccc(NC(=O)Cn2c(=O)nc(-c3ccccc3)c3ccccc32)cc1 | x | 8% | 32%[activator] | -16 | x | x | x |
| 10 | Fc1ccc(-c2cc(-c3nc(-c4ccccc4)no3)[nH]n2)cc1 | x | -2% | 140%[activator] | 14 | x | x | x |
| 11 | O=C1[C@@H]2C[C@@H](O)CN2C2(CN(Cc3ccccc3)C2)C(=O)N1Cc1ccccc1Cl | 4%[88.5 µM] | 3%[87.6 µM] | -1%[87.6 µM] | 3 | -13%[172 µM] | -23%[174 µM] | -13%[172 µM] |
| 12 | COCC(=O)N1CCN(c2nccc(Nc3ccccc3Cl)n2)CC1 | -2% | 2% | 43%[activator] | 5 | -27% | u | x |
| 13 | COc1cccc([S+](=O)([O-])N2CCc3nc(C)nc(-c4ccc(Cl)cc4)c3C2)c1 | i | 6% | 16% | 3 | u | u | 8% |
| 14 | COc1ccc(C(=O)N2CCC3(CN[S+](=O)([O-])c4cccnc4O3)C2)cc1 (configuration not stated) | -3% | -23% | -22% | 12 | 2% | i | x |
| 15 | CC(C)NC(=O)CCc1nnc(-c2cccc(OC(C)C)c2)[nH]c1=O | i | 2% | 4% | 5 | -3% | -20% | -12% |
| 16 | COc1ccc(C(=O)Nc2ccc3oc(-c4ccc(F)cc4Cl)nc3c2)cc1 | x | 0% | -1% | 23 | x | x | x |
| 17 | CCOc1ccc(C(=O)N2[C@@H]3CC[C@H]2CC(NC(=O)c2ccncc2)C3)cc1OCC (some centres not stated) | u | 3% | 0% | 12 | 4% | -15% | -3% |
| 18 | COCC(=O)N[C@H]1CCN2C(=O)c3cc(-c4ccc(F)cc4F)ccc3NC(=O)[C@@H]2C1 | -1%[88.5 µM] | 1%[87.6 µM] | u | 1 | -25%[172 µM] | -30%[174 µM] | -2%[172 µM] |
| 19 | COCCNC(=O)CN1CCCc2nc(C3CC3)ncc2C1=O | -1% | 2% | 7% | 13 | i | -5% | -5% |
| 20 | Cc1ccccc1Cn1c(=O)n(CCCCC(=O)NCCc2ccccc2)c(=O)c2ccccc21 | x | -5% | -3% | -20 | x | x | x |
| 21 | Cn1c(C(=O)N2CCNc3cnc(Nc4ccccc4)nc3C2)cc2ccccc21 | i | -21%[87.6 µM] | -25%[87.6 µM] | -7 | u | u | -9%[172 µM] |
| 22 | CC(C)n1cnnc1CC1CCN(C(=O)CN(C)S(=O)(=O)c2cccs2)CC1 | i | -5% | 10% | 13 | -9% | -13% | 0% |
| 23 | Cc1ccc(C(c2sc3nc(-c4ccco4)nn3c2O)N2CCC3(CC2)OCCO3)cc1 (configuration not stated) | x | -9% | 38%[activator] | -8 | x | x | x |
| 24 | CCc1cc(=O)n(CC(=O)Nc2cccc(C#N)c2)c(N2CCOCC2)n1 | 2% | 4% | -4% | -1 | u | u | 9% |
| 25 | C=CCNC(=O)N[C@H]1[C@H](O)[C@@H](N2CCC(Cc3ccccc3)CC2)[C@@H]2OC[C@H]1O2 | 1%[88.5 µM] | 1%[87.6 µM] | 30%[activator][87.6 µM] | 23 | u | u | 5%[172 µM] |
| 26 | CCc1csc(CNC(=O)c2ccc(N3CCN(C)C(C)C3)nc2)n1 (configuration not stated) | i | 2% | -7% | 25 | -19% | -6% | 0% |
| 27 | CCS(=O)(=O)N(C1CC1)C1CCOC2(CCN(C(=O)Cc3cccc(C)c3)CC2)C1 (configuration not stated) | -2% | 0% | 8% | 24 | u | -25% | 2% |
| 28 | COc1ccc(-c2nc(S(=O)(=O)c3ccccc3)c(N3CCC(C)CC3)o2)cc1 | x | 0% | 30%[activator] | -5 | x | x | x |
| 29 | C=CCOc1c(OC)ccc2c1CN(Cc1ccccc1)C(=O)CCN2CC(O)COC(C)(C)C (configuration not stated) | x | x | x | 6 | u | u | x |
| 30 | CN1CCN(C(=O)CSCc2ccccc2Cl)[C@H]2CS(=O)(=O)C[C@H]21 | i | 6% | 7% | -1 | i | i | -11% |

Individual results from the entries so far.
O=C1[C@@H]2C[C@@H](O)CN2C2(CN(Cc3ccccc3)C2)C(=O)N1Cc1ccccc1Cl @ HEK293 viab = 3%[87.6 µM]
CCS(=O)(=O)N(C1CC1)C1CCOC2(CCN(C(=O)Cc3cccc(C)c3)CC2)C1 (configuration not stated) @ HEK293 viab = 0%
CCc1csc(CNC(=O)c2ccc(N3CCN(C)C(C)C3)nc2)n1 (configuration not stated) @ HEK293 tox = -19%
Cc1ccc(C)c(N2C(=O)N(Cc3cccc(C(F)(F)F)c3)c3ccccc3S2(=O)=O)c1 @ IP6K1 inh = 14
COc1ccc(C(=O)Nc2ccc3oc(-c4ccc(F)cc4Cl)nc3c2)cc1 @ IP6K1 inh = 23

Shown with values under each structure: entries from further up.
Values run as follows: GPT2 inh | HEK293 viab | SNCA expr inh | IP6K1 inh | HEK293 tox | 3T3 cytotox | FLuc inh
21: Cn1c(C(=O)N2CCNc3cnc(Nc4ccccc4)nc3C2)cc2ccccc21
→ i | -21%[87.6 µM] | -25%[87.6 µM] | -7 | u | u | -9%[172 µM]
23: Cc1ccc(C(c2sc3nc(-c4ccco4)nn3c2O)N2CCC3(CC2)OCCO3)cc1 (configuration not stated)
→ x | -9% | 38%[activator] | -8 | x | x | x

Remaining list, next part:
| # | molecule | GPT2 inh | HEK293 viab | SNCA expr inh | IP6K1 inh | HEK293 tox | 3T3 cytotox | FLuc inh |
| --- | --- | --- | --- | --- | --- | --- | --- | --- |
| 31 | Clc1ccccc1CNc1nc2ccccc2c2nc(-c3ccccc3)nn12 | x | 21% | -6% | 6 | x | x | x |
| 32 | COC[C@]1(O)CCN(C(=O)c2ccc3c(c2)CCC3)CC1(C)C | 3% | -7% | -5% | 1 | 0% | -5% | 11% |
| 33 | Cc1ccc(CNC(=O)Cn2c(=O)n(Cc3ccc(F)cc3)c(=O)c3sc4ccccc4c32)cc1 | x | -2% | 24% | -6 | x | x | x |
| 34 | COc1ccc(NC2CCCN(C(=O)CCCS(N)(=O)=O)C2)cc1 (configuration not stated) | -3% | -13% | -4% | 10 | i | i | 3% |
| 35 | CC(c1ccc(-c2ccc(CC(=O)O)cn2)cc1)N1CCCCC1 (configuration not stated) | -1% | -3% | 6% | -12 | 1% | 2% | 3% |
| 36 | O=C(c1ccc(Cl)cc1)N1CCCC2(CNc3ncccc3[S+](=O)([O-])N2)C1 (configuration not stated) | x | x | x | 19 | -25% | -20% | x |
| 37 | CCOC(=O)Cn1nc(C)c(NC(=O)COc2ccc(OC)cc2)c1C | x | 7% | 24% | 39 | x | x | x |
| 38 | O=C(c1ccc(-c2ccc(N3CCCCC3)nc2)cc1)N1CCOCC1 | i | -10% | 55%[activator] | -10 | u | u | 35µM* |
| 39 | O=C(c1ccc(F)cc1)N1CCC(N2CCCNC2=O)CC1 | -6%[88.5 µM] | 8%&-11%[87.6 µM] | -21%&2%[87.6 µM] | -6&-3 | -17%[172 µM] | 4%&-21%[138 µM] | 3%&-10%[172 µM] |
| 40 | CCC(=O)N1CCN(c2nc3c(s2)CC(C(=O)Nc2ccc(F)cc2)CC3)CC1 (configuration not stated) | 2% | u | u | 44 | 13µM* | 32µM* | -5% |
| 41 | N#CC1CCN(C(=O)c2ccc3nnc(-c4cccc(OC(F)(F)F)c4)n3c2)CC1 | -3% | -3% | 48%[activator] | 18 | i | -8% | x |
| 42 | CCc1ccc(C2=NN(CCC(=O)NCCc3ccc(Cl)cc3)C(=O)CC2)cc1 | x | -21% | 5% | -15 | x | x | x |
| 43 | O=C(Nc1ccc(OC(F)(F)F)cc1)c1cc(-c2ccc[nH]2)n[nH]1 | 0% | -16% | 14% | 15 | 13µM* | 25µM* | u |
| 44 | CC(CNC(=O)c1csc2c1CCCCC2)c1ccccc1 (configuration not stated) | x | 1% | 58%[activator] | 32 | x | x | x |
| 45 | NC[C@H]1O[C@@H]2C[C@@H](CC(=O)N3CCOCC3)O[C@@H]2[C@@H]1O | u | 3%[87.6 µM] | 8%[87.6 µM] | 7 | i | 4%[230 µM] | -5%[230 µM] |
| 46 | Cc1cccc(Cn2c(-c3ccc(F)cc3)nc(C)c(CCO)c2=O)c1 | i | 8% | 1% | -3 | u | -20% | -4% |
| 47 | Cc1cccc(C(=O)Nc2ccc(S(=O)(=O)N3CCCCC3c3cccnc3)cc2)c1 (configuration not stated) | x | u | u | -1 | x | x | x |

An excerpt from above, reduced to IP6K1 inh and 3T3 cytotox:
item	mol	IP6K1 inh	3T3 cytotox
46	Cc1cccc(Cn2c(-c3ccc(F)cc3)nc(C)c(CCO)c2=O)c1	-3	-20%
31	Clc1ccccc1CNc1nc2ccccc2c2nc(-c3ccccc3)nn12	6	x
32	COC[C@]1(O)CCN(C(=O)c2ccc3c(c2)CCC3)CC1(C)C	1	-5%
37	CCOC(=O)Cn1nc(C)c(NC(=O)COc2ccc(OC)cc2)c1C	39	x
33	Cc1ccc(CNC(=O)Cn2c(=O)n(Cc3ccc(F)cc3)c(=O)c3sc4ccccc4c32)cc1	-6	x
